Compound activity deposited in PubChem by several laboratories.
ER stress rescue – rescue of cells from ER stress-induced death, primary screen, 384-well, CSM14.1, thapsigargin, ATP luminescence (AID 1222); CSM14.1 thapsigargin-induced death rescue, ATP luminescence; higher % means a stronger effect; 190,000 tested, under 10 active; cellular ATP content (survival), % at 20 µM; hits with a dose series show EC50 in µM;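 active means EC50 below 50 µM in the dose-response confirmation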;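 further: death triggered by thapsigargin at about 15 µM added after 2 h compound pretreatment; cell ATP read after overnight thapsigargin exposure of roughly 18 to 22 hours; normalized against plate controls of thapsigargin alone and 5% DMSO vehicle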
Hep lipid drop – modulators of hepatic lipid droplet formation; AML12 mouse hepatocytes, oleate lipid droplets, BODIPY imaging; inhibition, % at 6.5 µM; actives 0.4% (n = 240,000); AID 1656;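 active means lipid droplet intensity inhibited by at least 50%, with more than 500 cells counted; inconclusive means wells with under 300 cells, treated as cytotoxic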
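System: AML12 hepatocytes (mouse). Probe or stimulus: oleic acid at 100 µM to induce lipid droplet formation. Times: overnight treatment with compound plus oleate. Detection: Image-based BODIPY and DAPI two-channel analysis. Evaluation: percent inhibition of filter-corrected integrated lipid droplet intensity per well.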
TNAP activation fold – stimulation of alkaline phosphatase TNAP activity – biochemical, luminescent, no phosphate acceptor, uHTS, primary screen (AID 1001) | purified TNAP, luminescent activation assay, no phosphate acceptor; higher activation fold means a stronger effect | activation fold at 20 µM, or EC50 in µM where a hit was titrated | actives 0.03% (n = 200,000); in the data active means activation fold from about 3, or a potency from the dose series; inactive means the rest, 99 in 100 with activation fold below about 1.6; further: many of its hits are not listed in these tables
human PMI inhibitors – human PMI inhibitors, high substrate, primary screen, biochemical, fluorescence intensity, high mannose 6-phosphate (AID 1220); actives 0.66% (n = 190,000); recombinant PMI enzyme, coupled fluorescence intensity; higher % means a stronger effect; inhibition, % at 20 µM, or IC50 in µM where a hit was titrated
K1F lysis inhibition – protection from phage-mediated lysis, alamar blue read-out – E. coli UTI89, K1F phage, bacterial capsule biogenesis inhibitors (AID 488966) | E. coli UTI89 K1F phage lysis, alamar blue, 2 h; higher % means a stronger effect | inhibition, % at 100 µM; hits with a dose series show IC50 in µM | actives 0.02% (n = 340,000);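 active means phage lysis inhibition, versus mean bacterial control, above a set limit; inconclusive means no clear call, values can overlap the other calls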;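 further: capsule biogenesis inhibitors block K1F phage lysis so surviving cells raise fluorescence; higher fluorescence means more inhibition of phage lysis; actives were called in the ten point dose series up to 300 µM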
WT yeast gro inh – growth inhibition of WT yeast, mitochondrial fusion screen | mitochondrial fusion phenotypic screen, WT strain | inhibition, % at 10 µM | actives 2.1% (n = 190,000); in the data active means inhibition above about 58%; tested in S. cerevisiae
Myeloid diff 2 – compounds promoting myeloid differentiation; actives 1% (n = 360,000); AID 624256; calls only at 10 µM; ER-HoxA9 myeloid progenitors, lysozyme-GFP differentiation, flow cytometry;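 active means normalized GFP-positive differentiation at or above the plate's own cutoff, the solvent-only control mean plus 3 SD; inconclusive means no clear call, values can overlap the other calls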;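 further: cells exposed to compound for four days before flow analysis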
P. falciparum M1AAP – malaria alanyl aminopeptidase activity blockers – biochemical, fluorogenic H-Leu-NHMec substrate, 1536-well (AID 1445); recombinant M1AAP, H-Leu-NHMec fluorogenic kinetic assay; higher % means a stronger effect; inhibition, % at 30 µM; hits with a dose series show IC50 in µM; actives 0.42% (n = 220,000);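 active means primary inhibition above the hit cutoff, then over 50% inhibition at one or more dose response concentrations, cut at about 23% in these data, passing the limit was not always enough; inconclusive means conflicting primary data, or primary hits not chosen for dose response; inactive means low primary inhibition, or under 50% at every dose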;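 further: plate controls were DMSO full reaction for no effect and no enzyme background for full effect; strong numbers were not always called active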
PMI inhibitors – MPI enzyme activity inhibition – biochemical, fluorescence intensity, coupled assay, primary screen (AID 1209); purified PMI enzyme, coupled fluorescence intensity; higher % means a stronger effect; inhibition, % at 20 µM; hits with a dose series show IC50 in µM; actives 0.42% (n = 190,000);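 further: plate controls were DMSO vehicle for no effect and wells lacking substrate for full effect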
WT yeast gro inh mutant strain – second read-out of WT yeast gro inh, no call of its own (marks repeat the call); inhibition, %; mitochondrial fusion phenotypic screen, mutant strain inhibition
Hep lipid drop cells 6.5 µM – recorded beside Hep lipid drop, whose call it bears; cell count; measured here: cell count, cytotoxicity flag;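 cells counted across two imaged fields per well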
Myeloid diff 2 GFP+ MAC1+ % – further read-out of Myeloid diff 2, marked with its call; GFP+ MAC1+ double positive, %; measured here: differentiation confirmed by MAC1 staining
* marks the source's active call; other numbers are inactive results; i = inactive; ? = inconclusive; . = not tested or not shown; [ ] = remark or other dose. Unless noted, no stated cut-off is given here; in the data, active means inhibition above about 50%; inactive means the rest.

SMILES	ER stress rescue	Hep lipid drop	Hep lipid drop cells 6.5 µM	TNAP activation fold	human PMI inhibitors	K1F lysis inhibition	WT yeast gro inh	WT yeast gro inh mutant strain	Myeloid diff 2	Myeloid diff 2 GFP+ MAC1+ %	P. falciparum M1AAP	PMI inhibitors
CC(C)Oc1ccc(CC(=O)NNC(=S)Nc2ccc(Br)cc2)cc1	-1.1%	-3	730	2.2	-8%	2.5%[50 µM]	12	-13	i	0.8	-22%	2%
Cc1ccc(CNC(=O)c2ccc3nc4[nH]c5ccccc5c4nc3c2)cc1	-1.4%	55*	626*	1	0%	.	-8	10	.	.	8%	3%
O=C(NCc1nc2ccccc2[nH]1)C1=C[C@H](c2ccc3c(c2)OCO3)C[C@H](OCc2ccc(CO)cc2)O1	7.7%	-15	669	1.2	9%	5.8%	6	2	i	1.2	7%	10%
COc1ccc(CCNc2ccc(S(=O)(=O)N3CCCC3)cc2[N+](=O)[O-])cc1	4.2%	20	647	1.1	0%	1.9%[50 µM]	15	1	i	0.1	-2%	10%
CC(C)COC(=O)NCCOC(=O)Nc1cccc(Cl)c1	.	-31	716	1.1	3%	0.5%	9	8	i	0.8	-2%	4%
O=C(Cc1cccs1)N/N=C\c1ccc(O)cc1	-14%	8	684	1.1	-4%	0.1%	5	7	i	0.1	6%	3%
CCOC(=O)c1c(CSc2ccccc2)oc2ccc(O)cc12	0.0%	7	598	1	24%	-0.3%	18	9	i	0.2	6%	20%
Cc1cc(=O)n2[nH]c(NCc3ccccc3F)nc2n1	0.1%	16	670	1.1	-7%	1.3%	-2	-5	i	0.5	2%	-7%
CCN(CC)C(=O)C1CC(c2ccc(OC)cc2)=NO1 (stereo unspecified)	-1.3%	.	.	1.1	10%	6.4%	11	1	i	2.0	-4%	5%
COc1ccc(-c2nc3nc(C)cc(C)n3n2)cc1	-5.2%	13	697	1.1	12%	0.1%	2	1	i	0.4	-9%	14%
COc1ccccc1NC(=O)CCc1nc(-c2ccccc2F)no1	0.0%	1	690	1	9%	1.8%	3	1	i	0.1	2%	8%
CSc1ccccc1NC(=O)CN(C)Cc1cc(=O)n2ccsc2n1	-0.9%	14	730	1.1	-6%	0.2%	-9	9	i	0.5	-1%	-6%
N#Cc1cc([N+](=O)[O-])ccc1NCCc1ccccn1	-2.0%	-2	723	1.1	8%	0.3%	1	1	i	0.4	13%	0%
O=C(NC1CCCC1)C(c1ccc(F)cc1)N(Cc1ccc(F)cc1)C(=O)c1ccn[nH]1 (stereo unspecified)	-0.3%	.	.	1.8	-1%	1.6%	-28	-40	i	1.7	10%	3%
CC[N+]1(CC)CC2=Cc3c(ccc4ccccc34)C(C)C2C1 (stereo unspecified)	.	-4	771	.	.	0.1%	.	.	i	1.8	0%	.
O=C1CSC(c2cccc(Cl)c2Cl)N1c1ccccn1 (stereo unspecified)	-1.1%	-35	673	1	12%	0.3%	38	32	i	0.4	-3%	21%
COc1ccc(CN=Cc2c(O)[nH]c3ccccc23)cc1	.	-2	684	1.1	-8%	1.6%	4	-12	i	0.4	1%	0%
COc1ccc2c(c1)c(C(=O)OCCN(C)C)c(C)n2C	0.9%	-7	677	1.1	5%	0.4%	.	.	i	0.5	5%	16%
COc1ccc(CN2CCN(CCc3ccccc3)C(CCO)C2)c(O)c1 (stereo unspecified)	-1.4%	-1	720	1	29%	-0.2%	-7	-4	i	0.3	3%	17%
CN(C)N1C(N)=C(C#N)C(c2cccs2)C2=C1CCCC2=O (stereo unspecified)	-0.2%	-19	672	1	33%	-1.4%	-13	0	i	0.4	5%	9%
COc1ccc(CN(C(=O)/C=C/C(=O)c2ccc(OC)cc2O)C(C(=O)NC2CCCCC2)c2ccncc2)cc1 (stereo unspecified)	0.2%	-3	704	1	8%	0.0%	25	-7	i	0.5	-1%	18%
Cc1cc(C)n(C(=O)CN2C(=O)CCC2=O)n1	-1.3%	-1	754	1	-30%	0.2%	-7	-2	i	0.4	2%	-3%
CCOC(=O)N1CCN(S(=O)(=O)c2ccc(OCC(=O)OC)c(Cl)c2)CC1	-0.8%	.	.	1	-8%	0.4%	-7	-14	i	7.3	9%	-7%
COc1ccc(F)cc1C(=O)C1CCCN(C(=O)c2cccc(N(C)C)c2)C1 (stereo unspecified)	1.4%	-17	734	1.1	4%	-0.2%	15	4	i	0.9	-3%	8%
COCCN1Cc2cccc(C(=O)Nc3ccc4c(c3)OCCO4)c2C1=O	0.6%	.	.	1	16%	3.8%	-2	2	i	1.4	16%	11%
Cc1cccc(NC(=O)CSc2nc3ccc(N4C(=O)c5ccccc5C4=O)cc3s2)c1C	0.3%	.	.	1.1	3%	0.2%	-8	5	i	6.6	2%	3%
Nc1nnc2c(n1)CCCC2	-1.7%	-1	540	1.2	-11%	-0.1%	8	11	i	2.2	10%	3%
CCN(CC)C(C(=O)Nc1ccc(C(C)C)cc1)c1ccc2c(c1)OCO2 (stereo unspecified)	0.5%	.	.	1.2	12%	0.0%	9	-4	i	1.2	6%	12%
CCc1ccc(OCC(=O)NC(=S)Nc2cccc(CO)c2)c(Br)c1	1.3%	-1	794	1	5%	-0.1%	.	.	i	1.3	12%	14%
COCC(=O)N(CCc1ccc(OC)c(OC)c1)Cc1nc2ccccc2c(=O)[nH]1	0.9%	.	.	1	21%	3.1%	0	5	i	0.0	-4%	7%
Cc1ccccc1-n1nnnc1SCCCC(=O)c1ccc(F)cc1	0.9%	-18	558	1.1	7%	0.1%[50 µM]	17	-3	i	1.4	8%	15%
Cc1cccc(-n2c(=O)c3c4c(sc3n3c(=S)[nH]nc23)CCC4)c1	-0.3%	-3	722	0.8	0%	.	7	-8	i	0.2	4%	-1%
COc1cccc(CNC23CC4CC(CC(C4)C2)C3)c1OCc1ccccc1	-3.7%	-14	644	1.1	8%	0.1%	34	25	i	1.0	0%	7%
Nc1cc(-c2ccc(Br)cc2)nn1S(=O)(=O)c1cccc2nsnc12	0.0%	.	.	1.1	11%	0.3%	37	16	i	3.2	4%	2%
Cc1c(C)n(C)c2ccc(C(=O)NCc3cccs3)cc12	.	16	598	1	10%	0.3%	6	-3	i	2.5	5%	12%
CC(C)(CNC(=O)c1cc2ccccc2o1)N1CCOCC1	0.0%	.	.	1	-9%	1.2%	-8	1	i	0.8	0%	-7%
CN(C)CCNc1nc2c(c(=O)[nH]c(=O)n2C)n1CC(O)COc1ccc(Cl)cc1 (stereo unspecified)	-0.8%	.	.	1	1%	-1.9%	-10	-32	i	3.4	0%	2%
COc1ccc(Br)cc1S(=O)(=O)NCCN1CCOCC1	0.7%	.	.	1.1	-4%	0.7%	4	11	i	0.3	1%	-8%
CCOC(=O)C1CCN(S(=O)(=O)c2ccc(C(=O)OC)cc2)CC1	-0.6%	8	804	1.1	-3%	2.0%	16	35	i	1.4	6%	4%
O=C(CNC(=S)N(Cc1ccc(F)cc1)C1CCCCC1)NC1CC1	-1.1%	-7	814	1.2	1%	1.2%	.	.	i	5.8	8%	6%
Fc1ccc(NC(=S)NCc2ccc3c(c2)OCO3)cc1	-0.7%	8	666	1.1	-5%	0.1%	8	19	i	0.6	-2%	-4%
Cc1cc(C)cc(C(=O)N2CC(=O)Nc3ccccc32)c1	-2.6%	?	.	1.1	1%	-0.4%	18	-8	.	.	0%	0%
O=C(Nc1nccc(-c2cccs2)n1)c1ccccc1Cl	0.3%	.	.	1	-8%	1.9%	-5	-14	i	0.6	-3%	-9%
CSC(=S)N(C)C1CCS(=O)(=O)C1 (stereo unspecified)	-2.1%	19	644	1.1	-1%	3.0%	-16	-2	i	0.7	-5%	6%
CCc1cc2c(=O)[nH]c(N3CCOCC3)nc2s1	20%	4	759	1.1	4%	2.2%	-18	12	i	0.5	14%	-3%
COc1ccc(-c2cc(C(F)(F)F)n3nc(C(=O)NCCCN4CCOCC4)cc3n2)cc1	0.7%	7	737	1	5%	.	-10	-8	.	.	16%	2%
C=CCNC(=S)N/N=C/c1ccc(OCc2ccccc2Cl)cc1	-2.0%	33	798	1	-7%	4.8%	.	.	i	7.2	11%	-7%
CSc1ccc(S(=O)(=O)N(CC(=O)NN=C2CCN(C)CC2)c2ccc(C)cc2)cc1	-0.8%	-3	683	1.1	1%	0.1%	-12	-4	i	0.7	14%	2%
COCCN(C(=O)/C=C/c1cccc([N+](=O)[O-])c1)c1c(N)n(Cc2ccccc2)c(=O)[nH]c1=O	.	14	722	.	.	0.1%	.	.	i	0.7	5%	.
NC(=S)Cc1nc(-c2ccc(Cl)cc2)cs1	-1.4%	12	682	1.2	-34%	15%	3	25	i	2.3	4%	-22%
Cc1c2c(=O)n(-c3nc4ccccc4s3)nc-2cc(O)n1Cc1ccccc1	.	14	679	.	.	1.1%	.	.	i	0.9	13%	.
O=C(Nc1ccc(N2CCCC2)c(Cl)c1)c1ccc([N+](=O)[O-])o1	1.8%	8	798	1	27%	0.7%	86*	58*	?	.	4%	16%
COc1ccc(Cl)cc1NC(=O)CNc1ccccc1F	1.0%	-4	619	1	12%	-1.1%	0	-20	i	0.7	9%	22%
CSc1nc2ncc3c(n2n1)CC1c2ccccc2CCN1C3=O (stereo unspecified)	1.2%	17	627	1	1%	0.4%	-7	5	i	1.4	6%	2%
C=CCCC(=O)Nc1nc(C)c(-c2csc(Nc3ccccc3OC)n2)s1	0.1%	.	.	1	22%	0.1%	-11	3	i	0.2	14%	20%
